Screening data (PubChem)
KKLEB cytotox: cytotoxicity in KKLEB CF airway cells, primary screen, cytotoxicity control for CF NF-kB inhibitor project, cell-based, uHTS, fluorescence assay plates | KKLEB CF airway cells viability, ATPlite luminescence, overnight; active compounds read low; cells stimulated with P. aeruginosa culture filtrate | activity change (cytotoxicity), % at 5 µM | 360,000 compounds, 0.36% hits | AID 602141, 2011;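 active = corrected activity change at or below -50% at 5 µM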
NCOA1 inh: SRC1 coactivator transcriptional activity inhibitors, primary screen, cell-based, luminescence | HEK293 GAL4-SRC1 luciferase reporter | inhibition, % at 3.6 µM | 360,000 compounds, 0.12% hits;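 active = inhibition above the campaign mean plus 3 SD, with each screening campaign given its own cutoff, cut at about 60% in these data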;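 note: 0% = DMSO treated cells and 100% = gossypol at 36 µM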
LMP1 NFkB inh: EBV LMP1-driven NF-kappaB luciferase reporter inhibitors, primary screen, cell-based, luminescence, single point; inhibition, % at 12.5 µM; 350,000 compounds, 0.69% hits; LMP1-induced NF-kappaB luciferase reporter cells; in the data active = inhibition above about 41%;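 note: 0% = neutral control wells and 100% = reference inhibitor control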
C8 TRAIL sens: viability loss with TRAIL in NB7+C8 cells, primary screen, TRAIL sensitizer project, cell-based, ATPlite luminescence; 360,000 compounds, 1% hits; inhibition (viability loss, TRAIL sensitization), % at 10 µM;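 active = compounds causing at least 50% loss of cell viability in the single-dose screen, relative to plate controls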
Shn3 inh set2: reduction of Shn3 3'UTR firefly luciferase signal, primary screen, Schnurri-3 inhibitor project, cell-based, Clone20 osteoblasts, set 2; Clone20 osteoblast Shn3 3'UTR firefly luciferase, 24 h; inhibition, % at 12.5 µM; 360,000 compounds, 0.52% hits; AID 588674, 2011;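 active = mean inhibition of at least 75% with every replicate also reaching 75%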;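 note: 0% = median of neutral control wells and 100% = pilot-screen positive control compound; some compounds past the cut are filed as inactive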
LRH-1 inv ag: LRH-1 (NR5A2) inverse agonists, primary screen, cell-based, luminescence, HEK293T, StAR-luciferase reporter; Nuclear receptor subfamily 5 group A member 2 (Homo sapiens), O00482; LRH-1 transfected, 24 h; inhibition, % at 3.6 µM; 360,000 compounds, 0.13% hits; AID 602396, 2012;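 active = inhibition above the mean inhibition of all tested compounds plus 3 SD, cut at about 73% in these data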;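 note: 0% = DMSO wells and 100% = reporter-only cells lacking LRH-1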
Target sequence (O00482 whole entry, looked up): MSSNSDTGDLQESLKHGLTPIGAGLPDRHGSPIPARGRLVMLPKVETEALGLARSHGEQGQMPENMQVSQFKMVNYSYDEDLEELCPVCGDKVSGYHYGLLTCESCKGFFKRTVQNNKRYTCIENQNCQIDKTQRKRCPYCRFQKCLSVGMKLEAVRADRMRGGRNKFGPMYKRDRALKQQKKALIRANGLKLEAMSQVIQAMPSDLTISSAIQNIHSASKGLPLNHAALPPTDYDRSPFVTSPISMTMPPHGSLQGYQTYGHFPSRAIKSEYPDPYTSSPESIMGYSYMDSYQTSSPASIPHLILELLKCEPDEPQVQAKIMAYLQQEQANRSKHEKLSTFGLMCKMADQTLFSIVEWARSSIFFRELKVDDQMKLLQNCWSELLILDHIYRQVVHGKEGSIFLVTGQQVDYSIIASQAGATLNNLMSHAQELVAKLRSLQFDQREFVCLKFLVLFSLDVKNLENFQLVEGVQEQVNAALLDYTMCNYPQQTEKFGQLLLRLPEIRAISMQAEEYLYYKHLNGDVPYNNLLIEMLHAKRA
TROY signal inh: inhibitors of TROY-driven NF-kB signaling, primary screen, Q293 LMP1-TROYcd cells, NF-kB luciferase, uHTS; Q293 LMP1-TROYcd NF-kB luciferase reporter, 4 h; inhibition, % at 10 µM; 360,000 compounds, 0.98% hits; AID 1347056, 2019;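 active = compounds whose plate-normalised and pattern-corrected inhibition of the luciferase reporter signal at the single screening dose is 50% or more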
CF NFkB block: inhibitors of PAF-induced NF-kB signaling, primary screen, cell-based, GFP fluorescence, uHTS | AID 588850, 2011 | inhibition, % at 5 µM | KKLEB NF-kB-GFP reporter, GFP fluorescence overnight | 360,000 compounds, 0.86% hits;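 active = at least 50% inhibition at 5 µM, scaled per plate between neutral and stimulator controls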;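 note: PAF is a Pseudomonas aeruginosa culture filtrate used as stimulus; plate controls were PAF-stimulated DMSO wells for no effect and unstimulated DMSO wells for full effect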
NCOA3 inh: SRC3 coactivator transcriptional activity inhibitors, primary screen, cell-based, luminescence. HEK293 GAL4-SRC3 luciferase reporter. 360,000 compounds, 0.17% hits. inhibition, % at 3.6 µM. AID 588352, 2011;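 active = inhibition above a per-campaign cutoff, the mean of all compounds plus 3 SD, cut at about 60% in these data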;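 note: 0% = DMSO-treated cells and 100% = gossypol-treated cells at 36 µM; higher means less SRC3-driven luciferase light from the GAL4 reporter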
NR2F2 inh: NR2F2 transcriptional activity inhibitors, primary screen, cell-based, luciferase reporter, HEK293T, luminescence | COUP transcription factor 2 (Homo sapiens), P24468 | HEK293T NGFI-A luciferase reporter | inhibition, % at 8.6 µM | 370,000 compounds, 0.7% hits;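 active = inhibition above a per-plate cutoff, mean inhibition of test wells between control levels plus 3 SD, cut at about 38% in these data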;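 note: cells cotransfected with COUP-TFII expression vector driving the NGFI-A reporter; 0% = median of COUP-TF2 test wells and 100% = reporter-only cells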
Target sequence (P24468 whole entry, looked up): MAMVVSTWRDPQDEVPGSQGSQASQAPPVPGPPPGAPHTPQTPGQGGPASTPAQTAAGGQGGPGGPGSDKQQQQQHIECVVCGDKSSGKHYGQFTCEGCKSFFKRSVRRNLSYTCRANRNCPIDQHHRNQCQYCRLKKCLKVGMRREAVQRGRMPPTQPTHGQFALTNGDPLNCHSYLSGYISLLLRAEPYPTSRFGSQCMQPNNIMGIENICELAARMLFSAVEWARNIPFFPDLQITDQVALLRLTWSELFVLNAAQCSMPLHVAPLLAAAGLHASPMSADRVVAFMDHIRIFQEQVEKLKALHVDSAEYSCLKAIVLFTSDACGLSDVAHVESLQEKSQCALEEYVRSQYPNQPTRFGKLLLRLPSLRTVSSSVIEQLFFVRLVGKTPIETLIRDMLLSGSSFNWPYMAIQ
TWEAK-Fn14 inh: inhibitors of TWEAK-Fn14 signaling, primary screen, luciferase reporter cells, uHTS | TWEAK-stimulated Fn14 reporter cells, luciferase luminescence, 8 h | inhibition, % at 10 µM | 360,000 compounds, 2% hits | AID 1159606, 2016; in the data active = inhibition above about 50%
* marks the source's active call; other numbers are inactive results; · = no result given.

item	molecule	KKLEB cytotox	NCOA1 inh	LMP1 NFkB inh	C8 TRAIL sens	Shn3 inh set2	LRH-1 inv ag
1	CN(C)C(CNC(=S)Nc1cccc(Cl)c1)c1cccnc1 (stereo not given)	-18	3	-7	-4	9	-18
2	CC(C)C(C(=O)NCC1CCCO1)N(Cc1ccco1)C(=O)CNS(=O)(=O)c1ccc(F)cc1 (stereo not given)	3	-31	1	22	-13	-19
3	COc1ccc(C)cc1S(=O)(=O)Nc1cc2c3c(c1)C(C)C(=O)N3CCC2 (stereo not given)	17	-2	-4	10	12	1
4	CC1CC(C)(C)NC(=S)N1CCCC(=O)Nc1ccc(F)cc1 (stereo not given)	0	-19	-1	-2	2	4
5	CN(C)CCOCCOc1ccccc1-c1ccccc1	-9	4	16	-5	-7	-17
6	COc1cnc(-c2ccccc2)c(-c2ccccc2)n1	-10	6	0	7	1	-1
7	O=S1(=O)N[C@@H](CC2=CCCCC2)C2CCCCC2O1 (stereo not given in full)	-11	8	-10	10	-3	19
8	Cc1cc(C)cc(NC(=O)COC(=O)CCn2c(C)csc2=O)c1	-5	-1	4	-2	-8	14

item	TROY signal inh	CF NFkB block	NCOA3 inh	NR2F2 inh	TWEAK-Fn14 inh
1	-10	2	1	5	-2
2	-30	10	-20	-4	13
3	6	-3	-16	-5	-4
4	-18	-13	11	-11	-14
5	-11	15	21	2	4
6	-12	11	8	11	3
7	4	20	14	1	-13
8	-3	8	-5	11	-7

From entry 1 up to 8, copied from above:
item	molecule	KKLEB cytotox	NCOA1 inh	LMP1 NFkB inh	C8 TRAIL sens	Shn3 inh set2	LRH-1 inv ag
1	CN(C)C(CNC(=S)Nc1cccc(Cl)c1)c1cccnc1 (stereo not given)	-18	3	-7	-4	9	-18
2	CC(C)C(C(=O)NCC1CCCO1)N(Cc1ccco1)C(=O)CNS(=O)(=O)c1ccc(F)cc1 (stereo not given)	3	-31	1	22	-13	-19
3	COc1ccc(C)cc1S(=O)(=O)Nc1cc2c3c(c1)C(C)C(=O)N3CCC2 (stereo not given)	17	-2	-4	10	12	1
4	CC1CC(C)(C)NC(=S)N1CCCC(=O)Nc1ccc(F)cc1 (stereo not given)	0	-19	-1	-2	2	4
5	CN(C)CCOCCOc1ccccc1-c1ccccc1	-9	4	16	-5	-7	-17
6	COc1cnc(-c2ccccc2)c(-c2ccccc2)n1	-10	6	0	7	1	-1
7	O=S1(=O)N[C@@H](CC2=CCCCC2)C2CCCCC2O1 (stereo not given in full)	-11	8	-10	10	-3	19
8	Cc1cc(C)cc(NC(=O)COC(=O)CCn2c(C)csc2=O)c1	-5	-1	4	-2	-8	14

item	TROY signal inh	CF NFkB block	NCOA3 inh	NR2F2 inh	TWEAK-Fn14 inh
1	-10	2	1	5	-2
2	-30	10	-20	-4	13
3	6	-3	-16	-5	-4
4	-18	-13	11	-11	-14
5	-11	15	21	2	4
6	-12	11	8	11	3
7	4	20	14	1	-13
8	-3	8	-5	11	-7

Other results:
item	molecule	KKLEB cytotox	NCOA1 inh	LMP1 NFkB inh	C8 TRAIL sens	Shn3 inh set2	LRH-1 inv ag
9	CCN(CC(=O)Nc1ccc(C)c(F)c1)CC(=O)NC(C)C	2	19	2	-5	9	-1
10	Cc1nc(N/N=C/c2ccccc2)nc(N(C)c2ccccc2)c1[N+](=O)[O-]	-18	-34	1	-6	15	-19
11	COc1ccc(Br)cc1CN(C)CC(=O)NCc1ccc(F)cc1	-13	1	0	-6	-15	-21
12	NC(N)=NS(=O)(=O)c1ccc(NC(=S)NC(=O)/C=C/c2ccco2)cc1	1	-6	7	-2	-25	14
13	CCCOc1ccc(-c2c(C(=O)N/N=C/c3ccc(OCC)cc3)nnn2-c2nonc2N)cc1	0	11	5	-1	-11	7
14	CCOC(=O)c1c(C)oc2c1c1c(c3ccccc32)OCN(Cc2ccccn2)C1	-5	-102	-2	13	14	-61
15	CCOc1ccc(CN(C)C(=O)c2cccnc2SC)cc1OC	-7	-7	4	-9	14	17
16	CC(=O)Nc1cncc(-c2ccc(CN(C)C)cc2)n1	-8	-1	·	-8	12	1

item	TROY signal inh	CF NFkB block	NCOA3 inh	NR2F2 inh	TWEAK-Fn14 inh
9	-7	-16	19	0	20
10	22	32	1	7	-1
11	20	16	-25	3	11
12	6	11	14	7	-10
13	-1	-16	9	5	-1
14	6	3	-82	-17	-2
15	-5	1	19	-20	-6
16	-7	9	1	1	-5

Following part:
item	molecule	KKLEB cytotox	NCOA1 inh	LMP1 NFkB inh	C8 TRAIL sens	Shn3 inh set2	LRH-1 inv ag
17	CC(=O)Nc1ccc(C(=O)N2CCCC(c3cc(C(=O)NCc4cccnc4)no3)C2)cc1 (stereo not given)	11	0	·	-14	-11	-10
18	CN=c1scc(C)n1/N=C/c1ccc(O)cc1	3	-84	-6	39	-47	-180
19	CCc1ccc(-c2cc(C(=O)NCc3ccco3)c3ccccc3n2)s1	15	-12	-4	20	-23	-39
20	CCC1(c2ccccc2)NC(=O)N(CC(=O)N(C)CC(=O)Nc2c(C)cccc2C)C1=O (stereo not given)	-2	6	7	-6	9	6
21	CCOC(=O)/C(C#N)=C/Nc1ccsc1C(C)=O	-1	-10	2	-15	-24	0
22	CCOc1ccc(CCNC(=O)COC(=O)c2ccc(OC)c(OC)c2OC)cc1OCC	-8	-72	3	2	3	54
23	COc1ccc2[nH]c3ccccc3c2c1	-1	-13	-6	-10	-29	-7
24	Cn1c(SCC(=O)Nc2ccc(C(N)=O)cc2)nnc1-c1cccs1	-4	3	9	-12	-3	2

item	TROY signal inh	CF NFkB block	NCOA3 inh	NR2F2 inh	TWEAK-Fn14 inh
17	4	1	2	1	-11
18	59*	6	-99	-57	-7
19	-6	-22	-23	-9	-12
20	-5	12	8	10	-14
21	-11	-1	7	-25	-23
22	-3	-1	3	-5	-13
23	-25	-4	-6	-14	-19
24	16	0	11	-21	-12

Continuation.
item	molecule	KKLEB cytotox	NCOA1 inh	LMP1 NFkB inh	C8 TRAIL sens	Shn3 inh set2	LRH-1 inv ag
25	CCOc1ccc(NC(=O)CSC(N)=O)cc1	19	-36	3	2	-14	-21
26	CCOc1ccc(OCCC(=O)OCC(=O)NCc2ccccc2)cc1	3	0	-4	-10	7	-4
27	CCc1ccccc1NC(=O)CSc1ncn[nH]1	1	-17	-2	-18	-2	16
28	O=C(CCCC1=NS(=O)(=O)c2ccccc2N1)OCc1ccc(Cl)cc1	-14	-4	-6	1	-25	13
29	CCC(=O)NC(=S)Nc1ccc(Cl)cn1	-4	-16	-2	3	-22	-18
30	CN1N=C(C(=O)N=c2sc3ccccc3n2C)CCC1=O	-3	-23	-22	-11	-61	-50
31	CC(=O)Nc1cccc(NC(=O)CCCC(=O)O)c1	1	-6	-4	-18	4	3
32	CN(C(=O)CCN1C(=O)S/C(=C\c2ccccc2)C1=O)C1CCS(=O)(=O)C1 (stereo not given)	-7	-23	0	-4	13	13

item	TROY signal inh	CF NFkB block	NCOA3 inh	NR2F2 inh	TWEAK-Fn14 inh
25	-2	-26	-13	-14	-17
26	-1	7	11	14	1
27	-3	0	11	23	0
28	-1	24	-32	1	8
29	-43	0	6	-15	-26
30	3	2	-14	-10	-10
31	-4	9	-7	-4	-1
32	8	2	13	14	-8

Next section
item	molecule	KKLEB cytotox	NCOA1 inh	LMP1 NFkB inh	C8 TRAIL sens	Shn3 inh set2	LRH-1 inv ag
33	COc1ccc(C(C#N)N2N=C(c3ccccc3)CC2c2ccccc2)cc1OC (stereo not given)	1	-77	1	16	-35	-70
34	CCn1c(=O)c(C(=O)CN2CC(C)OC(C)C2)c(N)n(Cc2ccccc2)c1=O (stereo not given)	-7	0	4	-12	6	-11
35	O=C(O)CCNc1cc(N2CCN(C(=O)c3ccco3)CC2)c2noc3c2c1C(=O)c1ccccc1-3	4	19	10	-5	0	-11
36	Cc1nn(CC(=O)NCCc2cccs2)c(=O)c2cc3ccccc3n12	0	14	8	9	-11	-5
37	CC1=CCC2C(=O)N(c3nc4ccccc4n3C)C(=O)C2C1 (stereo not given)	7	1	-2	-35	-3	4
38	CSc1ncccc1C(=O)OCC(=O)NC1CCS(=O)(=O)C1 (stereo not given)	-8	-9	2	4	7	-2
39	N=c1c(-c2nc3ccccc3[nH]2)cc(C(=O)c2ccco2)nn1-c1ccccc1	-14	-5	2	22	-1	4
40	Nc1ccc(N2CCN(c3cccc(Cl)c3)CC2)cc1	3	-2	8	13	7	3

item	TROY signal inh	CF NFkB block	NCOA3 inh	NR2F2 inh	TWEAK-Fn14 inh
33	-92	-21	-64	-28	-31
34	3	-5	-14	10	-8
35	16	-8	12	0	13
36	10	-25	0	9	0
37	6	1	9	8	12
38	-10	2	11	-6	-5
39	-35	2	0	2	-55
40	-3	2	-23	-7	9

(listing goes on)
item	molecule	KKLEB cytotox	NCOA1 inh	LMP1 NFkB inh	C8 TRAIL sens	Shn3 inh set2	LRH-1 inv ag
41	CC(C)N1CCN(Cc2cccn2-c2cccnc2)CC1CCO (stereo not given)	15	12	-3	-4	-24	24
42	CCCC(OC(=O)CC1Sc2ccccc2NC1=O)C(=O)NCc1ccco1 (stereo not given)	4	0	6	-7	4	2
43	Nc1cc(N)nc(SCC(=O)NCC2CCCO2)n1 (stereo not given)	-16	2	-4	-7	-4	7
44	Nc1cc(C(=O)O)ccc1N1CCCCC1	-10	-34	9	-3	6	10
45	Cc1nc2nc(C)c(CCC(=O)NC(C)c3ccc4c(c3)OCCO4)c(C)n2n1 (stereo not given)	5	-21	-1	-11	-27	-3
46	COP(=O)(OC)c1nc(-c2cccc3ccccc23)oc1N1CCOCC1	1	3	-3	-2	-3	13
47	CC(NS(=O)(=O)/C=C/c1ccccc1)C(=O)NCCc1ccc(S(N)(=O)=O)cc1 (stereo not given)	1	6	-4	2	-3	-5
48	COc1cc(CNC2CCCc3ccccc32)cc(OC)c1OC (stereo not given)	3	2	-16	-5	4	-18
49	CCOc1ccc(NC(=O)CCN2CCN(c3ccccc3OC)CC2)cc1	-2	-1	-13	-4	16	-19
50	CCOc1ccc(NC(=S)N2CCc3cc(OC)c(OC)cc3C2COc2ccc3c(C)cc(=O)oc3c2)cc1 (stereo not given)	8	-13	16	-5	15	27

item	TROY signal inh	CF NFkB block	NCOA3 inh	NR2F2 inh	TWEAK-Fn14 inh
41	9	4	10	7	4
42	1	9	16	14	-2
43	-4	8	6	-7	-2
44	6	-3	7	0	-22
45	4	-7	22	3	2
46	-7	12	12	7	-7
47	3	15	8	4	1
48	19	2	18	-7	-2
49	9	0	-10	6	-20
50	1	-6	-28	-5	-63

Some of the compounds tested. The share of hits here may be higher or lower than overall.
